Screening results deposited in PubChem BioAssay by National Center for Advancing Translational Sciences (NCATS).
USP2a inh = qHTS Assay for Inhibitors of Ubiquitin-specific Protease USP2a Using CHOP2 as the Reporter; Ubiquitin carboxyl-terminal hydrolase 2 (Homo sapiens), O75604; USP2 core, Ub-CHOP2 coupled fluorogenic reporter, 485/531; Potency, µM (titrated, usually from 38.3 µM), for the others: top-dose activity change, negative = inhibition, hits mostly inhibitors; actives 0.01% (n = 330,000);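 further: potency means the concentration at half of the fitted maximal effect; plate controls were DMSO wells for no effect and full inhibition by NEM control for full effect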
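USP2 core (10nM final) preincubated 30min RT with compound in 20mM Tris-HCl pH 8.0, 2mM CaCl2, 2mM beta-mercaptoethanol, 0.05% CHAPS; 25nM Ub-CHOP2 plus 25nM reporter substrate added, fluorescence (Ex485/Em531) read after 60min.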
ELG1 genotoxic = qHTS screen for small molecules that induce genotoxicity in human embryonic kidney (HEK293T) cells expressing luciferase-tagged ELG1 | HEK293T ELG1-luciferase reporter, luminescence, 16 h | Potency, µM (doses to about 46 µM), for inactives: at the top dose activity change, positive = activation, usual class: activators | actives 1.3% (n = 330,000); further: potency means the concentration at half of the fitted maximal effect; % of control where 0% means no effect; nearly all actives have a fitted effect of over 60% in size
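Screening used a luciferase reporter fused to human ELG1 in HEK293T cells. Luminescence was read on a CCD plate imager after 16 hr exposure and 30 min ONE-Glo incubation.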
ASM inhibitor = Inhibitors of Secretory Acid Sphingomyelinase (S-ASM): qHTS. AID 504937, 2011. Potency, µM (series often up to 57.5 µM), for inactives: at the highest dose activity change, negative = inhibition, usual class: inhibitors. actives 0.006% (n = 340,000). placental ASM, HMU-PC fluorogenic substrate, 60 min; further: potency means the concentration at half of the fitted maximal effect
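Human placenta-derived ASM enzyme was preincubated with compound for 10 minutes at room temperature, then given fluorogenic substrate HMU-PC0 (9 uM final) for 60 minutes at 37 °C; a pH 10 stop preceded fluorescence reading at Ex 386/Em 447 nm.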
uPA generation = qHTS for Inhibitors of Cell Surface uPA Generation; Potency, µM (titrated, usually from 38.3 µM), for the others: at the top dose activity change, negative = inhibition, hits mostly inhibitors; AID 540303, 2011; actives 0.31% (n = 330,000); cell surface uPA generation assay, qHTS; active means well fitted inhibition curve with a large enough effect; inconclusive means small, poorly fitted or top-dose-only effect; inactive means no such curve, though single readings can be large or run the other way; tested in mouse RAW 264.7 cells; further: potency means the concentration at half of the fitted maximal effect; on the % scale 0 is the no-effect control and ±100 the full control effect; nearly all actives have a fitted effect of over 55% in size
Eya2 inh = qHTS Assay for Inhibitors of the Phosphatase Activity of Eya2. Protein phosphatase EYA2 (Homo sapiens), O00167. recombinant Eya2, OMFP fluorescence dephosphorylation (OMFP is methylfluorescein phosphate). Potency, µM (series often up to 76.9 µM), inactives show top-dose activity, negative = inhibition, most hits filed as inhibitors. actives 0.006% (n = 330,000); further: potency means the concentration at half of the fitted maximal effect; on the % scale 0 is the no-effect control and ±100 the full control effect
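Eya2 protein (added as 0.2 uM solution) was preincubated with compound for 10 min at ambient temperature in 50 mM HEPES pH 7.5, 50 mM NaCl, 5 uM MgCl2, 0.05% BSA, 1 mM DTT. OMFP (added at 50 uM) then reacted 10 min; fluorescence read at 485/525 nm.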
TRPV1 agonist = HTS Assay for Compounds that Act as Agonists of the Vanilloid Receptor 1; actives 0.19% (n = 320,000); Transient receptor potential cation channel subfamily V member 1 (Homo sapiens), Q8NER1; TRPV1-expressing cells, Fluo-8 calcium influx, agonist mode; AID 540275, 2011; activation, % at 8.33 µM; in the data active means activation above about 80%; inconclusive means between about 30% and that limit; further: 0% is about no effect
Target sequence (Q8NER1 whole entry, looked up): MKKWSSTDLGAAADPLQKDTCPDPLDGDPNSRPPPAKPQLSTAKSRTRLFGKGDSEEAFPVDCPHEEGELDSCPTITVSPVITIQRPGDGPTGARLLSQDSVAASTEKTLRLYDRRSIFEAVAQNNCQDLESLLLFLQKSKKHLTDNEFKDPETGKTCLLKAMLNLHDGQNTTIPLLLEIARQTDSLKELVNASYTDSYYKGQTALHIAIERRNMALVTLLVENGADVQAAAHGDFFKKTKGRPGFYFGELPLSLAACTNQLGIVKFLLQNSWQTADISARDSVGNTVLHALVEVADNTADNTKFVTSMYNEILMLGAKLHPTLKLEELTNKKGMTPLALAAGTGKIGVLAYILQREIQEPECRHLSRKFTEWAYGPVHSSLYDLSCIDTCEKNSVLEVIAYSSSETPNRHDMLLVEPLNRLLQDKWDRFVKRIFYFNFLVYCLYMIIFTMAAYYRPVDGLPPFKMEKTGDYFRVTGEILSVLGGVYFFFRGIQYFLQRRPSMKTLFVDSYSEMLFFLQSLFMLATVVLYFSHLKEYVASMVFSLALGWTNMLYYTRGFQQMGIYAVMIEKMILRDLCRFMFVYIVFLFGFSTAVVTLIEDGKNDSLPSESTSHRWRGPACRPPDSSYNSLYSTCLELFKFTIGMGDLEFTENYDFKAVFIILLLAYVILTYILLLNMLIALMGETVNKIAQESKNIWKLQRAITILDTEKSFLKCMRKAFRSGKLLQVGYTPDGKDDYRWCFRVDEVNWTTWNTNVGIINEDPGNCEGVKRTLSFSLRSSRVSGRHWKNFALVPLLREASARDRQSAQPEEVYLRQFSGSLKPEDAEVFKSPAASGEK
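Fluo-8 calcium influx in TRPV1-expressing cells, kinetic read (ex 480/em 520 nm). Compound added and read 3 min for agonist activity, followed by capsaicin at EC20 final and 2 min further read for enhancement.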
BRCA1 expr up = qHTS Assay to Identify Small Molecule Activators of BRCA1 Expression | MCF7-BRCA1-FFLuc reporter, luminescence, 48 h; response scale: scaled: vehicle 0%, 10 µM genistein 100% | AID 624202, 2012 | actives 1.1% (n = 380,000) | Potency, µM (titrated, usually from 46.1 µM), for inactives: at the highest dose activation, usual class: activators; further: potency means the concentration at half of the fitted maximal effect; nearly all actives have a fitted effect of over 80% in size; some results filed as inactive show a strong effect at the top dose
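Compounds are tested at multiple concentrations on MCF7 BRCA1-luciferase reporter cells seeded at 2000 per well; after 48 h, a single luminescence end-point is taken and curves fitted to the normalized data.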
p53 reactivation = qHTS assay for re-activators of p53 using a Luc reporter | H1299 p53-A138V BP100-luciferase reporter, luminescence, 24 h | Potency, µM (doses to about 92.2 µM), for inactives: at the highest dose activity change, positive = activation, usual class: activators | actives 0.063% (n = 320,000) | AID 504706, 2011; further: potency means the concentration at half of the fitted maximal effect; % of control where 0% means no effect; nearly all actives have a fitted effect of over 45% in size
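H1299 (p53-null), stable ts p53-A138V + BP100-Luc; 1000 cells/well, Opti-MEM/10% FBS; cpd 4 pt, 1:5; 24 h, 37 deg C, 5% CO2; detection reagent 10 min RT; luminescence.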
PTAP TSG101 blk = qHTS Assay for Iinhibitors of HIV-1 Budding by Blocking the Interaction of PTAP/TSG101 | Fluorescence polarization, FITC-PTAP peptide / Tsg101 binding | Potency, µM (highest dose often 115 µM), for inactives: at the highest dose activity change, negative = inhibition, usual class: inhibitors | 340,000 tested, under 10 active | AID 493005, 2010; active means well fitted inhibition curve with a large enough effect in the main read-out, with a control signal flat, not every such curve was filed as active; inconclusive means small, poorly fitted or top-dose-only effect, or effect the other way, or a change in a side signal; inactive means no such curve, though single readings can be large or run the other way; further: potency means the concentration at half of the fitted maximal effect; % of control where 0% means no effect
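Steps: Tsg101 binding domain dispensed (10 uM final), compounds pinned in DMSO, FITC-labeled PTAP-motif peptide added (50 nM final); after 20 min binding at room temperature, polarization measured.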
B2AR arrestin = qHTS assay of beta-arrestin-biased ligands of beta2-adrenergic receptor; beta-arrestin recruitment to beta2AR, cell-based reporter; Potency, µM (highest dose often 46.1 µM), for the others: top-dose activation, usual class: activators; actives 0.02% (n = 330,000); Beta-2 adrenergic receptor (Homo sapiens), P07550;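 further: potency means the concentration at half of the fitted maximal effect; 0% = DMSO controls and full agonism = EC100 isoproterenol or metaproterenol; nearly all actives have a fitted effect of over 65% in size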
a7 integrin act = qHTS for Activators of Integrin-Mediated Alleviation for Muscular Dystrophy | alpha7betagal myoblasts, beta-gal FDG fluorescence, 48 h | Potency, µM (titrated, usually from 38.3 µM), without a hit: at the highest dose activation, usual class: activators | actives 0.064% (n = 350,000);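 further: potency means the concentration at half of the fitted maximal effect; 100% = response of the positive control SU9516; nearly all actives have a fitted effect of over 60% in size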
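alpha7betagal+/- myoblasts (passage 13, 250/well) treated 48 h at 37C with compounds at 1:260 dilution of DMSO stock. Lysed, then beta-galactosidase activity read as FDG fluorescence (ex 480/em 540) after 30 min, with pre-read for autofluorescence.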
* = called active by the depositor; [ ] = dose if it differs, or a comment. Unless noted, the call rests on the fitted dose curve; in most records, active means well fitted curve in the direction sought with a large enough effect; inconclusive means small, poorly fitted or top-dose-only effect, or another doubt; inactive means no such curve, though single readings can be large; an effect the other way counts as inactive or inconclusive.

The first 2 compounds as a preview:
Results for COc1ccc(NC(=O)CSCc2cc(=O)n3nc(C4CC4)sc3n2)cc1 ?
USP2a inh: 0%; ELG1 genotoxic: 1%; ASM inhibitor: 0%; uPA generation: -15%; Eya2 inh: 7%; TRPV1 agonist: 1; BRCA1 expr up: -10%; p53 reactivation: -2%; PTAP TSG101 blk: -2%; B2AR arrestin: 0.2%; a7 integrin act: 13%

How did Cc1cc(C)c2nc(-c3ccccn3)cc(C(=O)NCc3ccc(S(N)(=O)=O)cc3)c2c1 do in these assays?
USP2a inh: 11%; ELG1 genotoxic: 14%; ASM inhibitor: -2%; uPA generation: -7%; Eya2 inh: 7%; TRPV1 agonist: 20; BRCA1 expr up: -48%; p53 reactivation: -5%; PTAP TSG101 blk: 8%; B2AR arrestin: -0.4%; a7 integrin act: -33%

This part in full (from the top)
Results for COc1ccc(NC(=O)CSCc2cc(=O)n3nc(C4CC4)sc3n2)cc1 ?
USP2a inh: 0%; ELG1 genotoxic: 1%; ASM inhibitor: 0%; uPA generation: -15%; Eya2 inh: 7%; TRPV1 agonist: 1; BRCA1 expr up: -10%; p53 reactivation: -2%; PTAP TSG101 blk: -2%; B2AR arrestin: 0.2%; a7 integrin act: 13%

How did Cc1cc(C)c2nc(-c3ccccn3)cc(C(=O)NCc3ccc(S(N)(=O)=O)cc3)c2c1 do in these assays?
USP2a inh: 11%; ELG1 genotoxic: 14%; ASM inhibitor: -2%; uPA generation: -7%; Eya2 inh: 7%; TRPV1 agonist: 20; BRCA1 expr up: -48%; p53 reactivation: -5%; PTAP TSG101 blk: 8%; B2AR arrestin: -0.4%; a7 integrin act: -33%

Results for NCCNc1ccc([N+](=O)[O-])c(NC2CC2)c1 ?
USP2a inh: 1%; ELG1 genotoxic: -5%; ASM inhibitor: -20%; uPA generation: 4%; Eya2 inh: -9%; TRPV1 agonist: 2; BRCA1 expr up: 11%; p53 reactivation: -15%; PTAP TSG101 blk: -2%; B2AR arrestin: -1.8%; a7 integrin act: -2%

How did COc1cc(/C=C/C(=O)O)ccc1S(=O)(=O)N1CCCc2ccccc21 do in these assays?
USP2a inh: 1%; ELG1 genotoxic: -1%; ASM inhibitor: 7%; uPA generation: 0%; Eya2 inh: -19%; TRPV1 agonist: 1; BRCA1 expr up: 9%; p53 reactivation: -2%; PTAP TSG101 blk: -6%; B2AR arrestin: -1.1%; a7 integrin act: 23%

How did Cc1onc(-c2ccccc2Cl)c1C(=O)N(C)CC(=O)Nc1ccc(F)c(F)c1F do in these assays?
USP2a inh: 1%; ELG1 genotoxic: -1%; ASM inhibitor: -1%; uPA generation: 7%; Eya2 inh: -7%; TRPV1 agonist: 9; BRCA1 expr up: -3%; p53 reactivation: 3%; PTAP TSG101 blk: 0%; B2AR arrestin: -0.2%; a7 integrin act: -7%

Results for O=S(=O)(Oc1ccccc1)c1cccnc1 ?
ASM inhibitor: 6%; uPA generation: -5%; BRCA1 expr up: 5%; PTAP TSG101 blk: 0%; a7 integrin act: 0%

What do the screens show for `O=C(Nc1sccc1C(=O)N1CCOCC1)c1cccnc1`?
USP2a inh: -3%; ELG1 genotoxic: -1%; ASM inhibitor: -1%; Eya2 inh: 5%; TRPV1 agonist: 1; BRCA1 expr up: -17%; p53 reactivation: 3%; PTAP TSG101 blk: -5%; B2AR arrestin: -0.2%; a7 integrin act: 13%[7.66 µM]

What do the screens show for `CNc1nc(C23CC4CC(CC(C4)C2)C3)cs1`?
USP2a inh: 3%; ELG1 genotoxic: -9%; ASM inhibitor: 2%; uPA generation: 0%; Eya2 inh: -8%; TRPV1 agonist: 3; BRCA1 expr up: -8%; p53 reactivation: -1%; PTAP TSG101 blk: -4%; B2AR arrestin: -0.2%; a7 integrin act: 0%

What do the screens show for `COc1ccccc1CNC(=O)COC(=O)c1ccc(Cl)nc1`?
USP2a inh: 3%; ELG1 genotoxic: 1%; ASM inhibitor: 1%; uPA generation: 6%; Eya2 inh: 2%; BRCA1 expr up: -18%; p53 reactivation: -2%; PTAP TSG101 blk: 0%; B2AR arrestin: 0.0%; a7 integrin act: -16%

What do the screens show for `Cc1noc(NC(=O)c2cccc(Cl)c2Cl)c1C#N`?
USP2a inh: 2%; ELG1 genotoxic: -8%; ASM inhibitor: -2%; uPA generation: 6%; Eya2 inh: 15%; TRPV1 agonist: 2; BRCA1 expr up: -1%; p53 reactivation: -3%; PTAP TSG101 blk: -7%; B2AR arrestin: -0.1%; a7 integrin act: -5%

How did CN(C)c1nc2c(c(=O)n(C)c(=O)n2C)n1Cc1ccccc1 do in these assays?
USP2a inh: 4%; ELG1 genotoxic: -2%; ASM inhibitor: 3%; uPA generation: 1%; Eya2 inh: -1%; TRPV1 agonist: 1; BRCA1 expr up: 28%; p53 reactivation: -4%; PTAP TSG101 blk: 2%; B2AR arrestin: 0.0%; a7 integrin act: 19%

How did CCOC(=O)c1c(C)[nH]c(C(=O)Nc2ccc3c(c2)OCO3)c1C do in these assays?
USP2a inh: 0%; ELG1 genotoxic: inconclusive; Eya2 inh: -2%; TRPV1 agonist: 21; p53 reactivation: inconclusive; B2AR arrestin: 0.7%

How did COc1ccc(C2N(C(C)=O)CCCN2S(=O)(=O)c2ccc(C)cc2)cc1 (centres undefined) do in these assays?
USP2a inh: 2%; ELG1 genotoxic: -25%; ASM inhibitor: 1%; uPA generation: -2%; Eya2 inh: -11%; TRPV1 agonist: 2; BRCA1 expr up: -27%; p53 reactivation: 4%; PTAP TSG101 blk: -6%; B2AR arrestin: -0.1%; a7 integrin act: -5%

How did CCOC(=O)c1c(C)[nH]c(C)c1S(=O)(=O)N(C)CC(=O)NCc1ccc(F)cc1 do in these assays?
USP2a inh: 5%; ELG1 genotoxic: -2%; ASM inhibitor: 3%; uPA generation: 5%; Eya2 inh: -9%; TRPV1 agonist: 0; BRCA1 expr up: -23%; p53 reactivation: -8%; PTAP TSG101 blk: 3%; B2AR arrestin: -0.1%; a7 integrin act: -11%

How did Cc1cc2c3c(c1)C(C)(c1ccccc1)CC(C)(C)N3C(=O)C21C(C#N)=C(N)OC2=C1C(=O)CC(C)(C)C2 (centres undefined) do in these assays?
USP2a inh: -21%; ELG1 genotoxic: -23%; ASM inhibitor: -6%; Eya2 inh: -1%; TRPV1 agonist: 1; BRCA1 expr up: -67%; p53 reactivation: -10%; PTAP TSG101 blk: -2%; B2AR arrestin: 0.0%; a7 integrin act: -33%

How did COc1ccc(N2CCN(CCNC(=O)CCCn3c(=O)[nH]c4cc(Cl)ccc4c3=O)CC2)cc1 do in these assays?
USP2a inh: 1%; ELG1 genotoxic: -1%; ASM inhibitor: 1%; uPA generation: 2%; Eya2 inh: -5%; TRPV1 agonist: -1; BRCA1 expr up: 2%; p53 reactivation: -4%; PTAP TSG101 blk: -1%; B2AR arrestin: -2.1%; a7 integrin act: 9%

What do the screens show for `CC(C)Oc1cc(N)c(Cl)cc1Cl`?
USP2a inh: 3%; ELG1 genotoxic: -1%; ASM inhibitor: -1%; uPA generation: -1%; Eya2 inh: -8%; TRPV1 agonist: 5; BRCA1 expr up: 0%; p53 reactivation: -2%; PTAP TSG101 blk: -7%; B2AR arrestin: -0.1%; a7 integrin act: -7%

Results for NS(=O)(=O)c1cccc(NC(=O)COC(=O)CC2Sc3ccccc3NC2=O)c1 (centres undefined) ?
USP2a inh: 3%; ELG1 genotoxic: 0%; ASM inhibitor: -1%; uPA generation: 3%; Eya2 inh: -29%; BRCA1 expr up: -16%; p53 reactivation: 14%; PTAP TSG101 blk: -3%; B2AR arrestin: -0.4%; a7 integrin act: 0%

Results for Cn1c(C(=O)O)c(CC(=O)Nc2ccc(F)cc2F)c2ccccc21 ?
USP2a inh: 6%; ELG1 genotoxic: -4%; ASM inhibitor: 2%; uPA generation: -1%; Eya2 inh: 2%[15.4 µM]; TRPV1 agonist: -2; BRCA1 expr up: -1%; p53 reactivation: -7%; PTAP TSG101 blk: -2%; B2AR arrestin: 0.3%; a7 integrin act: -28%
